CSM14.1 death rescue: rescue of cells from ER stress-induced death, primary screen, 384-well, CSM14.1, thapsigargin, ATP luminescence (AID 1222). cellular ATP content (survival), % at 20 µM, or EC50 in µM where a hit was titrated. 190,000 tested, under 10 active. CSM14.1 thapsigargin-induced death rescue, ATP luminescence; higher % means a stronger effect;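 active means EC50 below 50 µM in the dose-response confirmation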;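 further: death triggered by thapsigargin at about 15 µM added after 2 h compound pretreatment; cell ATP read after overnight thapsigargin exposure of roughly 18 to 22 hours; normalized against plate controls of thapsigargin alone and 5% DMSO vehicle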
Dengue-2 NS5 capping: Dengue-2 NS5 methyltransferase inhibitors, primary screen, biochemical, confirmation dose response (AID 588689) | Dengue-2 NS5 methyltransferase capping enzyme assay, biochemical; higher % means a stronger effect | one-dose inhibition, % at 25 µM; IC50 in µM for titrated hits | hit rate 0.3% among 340,000; in the data active means a potency from the dose series; inconclusive means inhibition above about 29% without an active follow-up result
XIAP antagonists: XIAP antagonists, biochemical, IAP family, fluorescence polarization (AID 1018); hit rate 0.007% among 200,000; XIAP BIR domain, fluorescence polarization peptide displacement; higher % means a stronger effect; displacement, % at 20 µM, or IC50 in µM where a hit was titrated; in the data active means displacement above about 50%; further: a part of the inactive calls stands beside numbers as strong as those of hits
WT yeast gro inh: growth inhibition of WT yeast, mitochondrial fusion screen; mitochondrial fusion phenotypic screen, WT strain; inhibition, % at 10 µM; hit rate 2.1% among 190,000; in the data active means inhibition above about 58%; tested in S. cerevisiae
West Nile virus CPE: inhibition of WNV-induced cytopathic effect – cell-based, CPE readout (AID 1621); CPE inhibition, % at 10 µM; hits with a dose series show IC50 in µM; West Nile virus-infected cells, CPE inhibition; higher % means a stronger effect; hit rate 0.02% among 290,000; in the data active means a potency from the dose series; inconclusive means CPE inhibition mostly from about 3.7% at the one dose, without a potency; inactive means the rest, 99 in 100 with CPE inhibition below about 2.2%; further: strong numbers were not always called active
SV40 large T antigen: SV40 large T antigen inhibitors, biochemical (AID 1903); SV40 large T antigen ATPase/helicase inhibition assay; higher % means a stronger effect; inhibition, % at 20 µM, or IC50 in µM where a hit was titrated; hit rate 0.39% among 310,000; in the data active means a potency from the dose series; inconclusive means inhibition mostly from about 32% at the one dose, without a potency; inactive means the rest, 99 in 100 with inhibition below about 32%; further: strong numbers were not always called active
RSV antiviral HEp-2: RSV antiviral activity via CPE protection, HEp-2 cells, primary 10 µM value included (AID 2391); HEp-2 cells, RSV-induced CPE inhibition; higher % means a stronger effect; CPE inhibition, % at 10 µM; hits with a dose series show IC50 in µM; hit rate 0.13% among 310,000; in the data active means a potency from the dose series; inconclusive means CPE inhibition mostly from about 23% at the one dose, without a potency; inactive means the rest, 99 in 100 with CPE inhibition below about 21%; further: strong numbers were not always called active
Yfh1-depleted yeast: enhancers of respiration in Yfh1-depleted yeast, dose response, Friedreich's ataxia, plus single-dose screen (AID 1465); hit rate 0.074% among 220,000; S. cerevisiae Yfh1-off respiration, WST-1 reduction, 72 h; higher fold induction means a stronger effect; fold induction at 50 µM, or EC50 in µM where a hit was titrated;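 active means fold induction of absorbance versus untreated yeast above a set limit, then at least 30% activation at any dose in follow-up; inconclusive means repeats straddling the limit, or above it without dose testing; inactive means fold induction below the set limit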;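 further: activators that raise dye reduction in frataxin-depleted yeast; strong numbers were not always called active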
UTI89 phage lysis: inhibition of K1F phage lysis, E. coli UTI89, bacterial capsule biogenesis inhibitors, alamar blue (AID 488966). E. coli UTI89 K1F phage lysis, alamar blue, 2 h; higher % means a stronger effect. inhibition, % at 100 µM, or IC50 in µM where a hit was titrated. hit rate 0.02% among 340,000;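 active means phage lysis inhibition, versus mean bacterial control, above a set limit; inconclusive means no clear call, values can overlap the other calls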;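 further: capsule biogenesis inhibitors block K1F phage lysis so surviving cells raise fluorescence; higher fluorescence means more inhibition of phage lysis; actives were called in the ten point dose series up to 300 µM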
WT yeast gro inh mutant strain: second read-out of WT yeast gro inh, no call of its own (marks repeat the call); inhibition, %; mitochondrial fusion phenotypic screen, mutant strain inhibition
Dengue-2 NS5 capping pilot replicate: second read-out of Dengue-2 NS5 capping, no call of its own (marks repeat the call); inhibition, %; measured here: pilot screen replicate inhibition
* hit, by the source's call; i = inactive; ? = inconclusive; / = not tested or not shown; & = joins results of further samples; [ ] = remark or other dose.

SMILES | CSM14.1 death rescue | Dengue-2 NS5 capping | XIAP antagonists | WT yeast gro inh | WT yeast gro inh mutant strain | West Nile virus CPE | SV40 large T antigen | RSV antiviral HEp-2 | Yfh1-depleted yeast | UTI89 phage lysis | others
FC(F)(F)c1cccc(N2CCN(C3CC4CCC3C4)CC2)c1 (stereo not drawn) | / | -8% | / | / | / | 0.3% | 6% | -0.1% | / | -1.8%
CCOc1ccc(NC(=O)CC2C(=O)N(c3ccc(OC)cc3)C(=O)N2Cc2ccc(OC)cc2)cc1 (stereo not drawn) | -0.3% | -3% | -5.5% | -10 | 25 | -0.3% | 2% | 1.2% | i | -1.1%
CCC(=O)c1ccc(OCC(=O)Nc2cc(S(=O)(=O)N3CCCCC3)ccc2N2CCN(CC)CC2)cc1 | / | -3% | / | / | / | / | 25% | -0.5% | / | 1.2%[50 µM]
COc1ccc(NC(=O)CCNC(=O)c2ccccc2Cl)cc1OC | / | -3% | / | / | / | 0.0% | 6% | 2.0% | / | 0.2%
COc1cccc(NC(=O)CSC(N)=O)c1 | -1.5% | -8% | -2.9% | -16 | 3 | 0.1% | 30% | -0.7% | i | -13%
CCN(CC)S(=O)(=O)c1ccc(/C=C/C(=O)N(c2ccccn2)C2CCCCC2)cc1 | -0.7% | -6% | -2.3% | -7 | 4 | -1.3% | 25% | -1.3% | i | 0.2%
NC1=NC(=O)/C(=C/c2ccsc2)S1 | -0.9% | -13% | -5.0% | 21 | 7 | 0.1% | 7% | -2.1% | i | -1.6%
Cc1ccc(C(CNC(=O)c2ccc(Br)o2)N2CCN(C)CC2)cc1 (stereo not drawn) | / | -8% | / | / | / | / | 12% | -1.9% | / | 1.5%[50 µM]
COc1cc(/C=N\NC(C)=O)ccc1OC/C=C/c1ccccc1 | / | -1% | / | / | / | -0.6% | 9% | 6.3% | / | 0.0%
C=C(C)C(=O)NNc1ccccc1 | -3.2% | 0% | -14% | 5 | 3 | -0.3% | 8% | 0.2% | i | -1.1%
C/C(=N\Nc1nc2ccccc2[nH]1)c1ccc(C)o1 | -0.4% | -5% | -3.5% | 6 | 8 | -1.8% | 23% | 3.4% | i | 4.4%[50 µM]
O=C(CCSc1ccccc1)Nc1ccccc1C(=O)N1CCCC1 | -4.6% | -8% | 1.8% | -4 | 3 | -0.3% | 15% | -0.3% | i | 0.2%[50 µM]
CCOC(=O)C1CCCN(S(=O)(=O)c2ccc(F)c(C(=O)Nc3ccc(F)c(F)c3)c2)C1 (stereo not drawn) | -4.0% | -8% | -2.2% | 21 | 23 | -0.5% | 3% | 5.6% | i | -1.7%
CCOC(=O)c1cc(C)n(CCCN2CCOCC2)c1C | -2.3% | 1% | -2.5% | -1 | -9 | 0.3% | 13% | 0.9% | i | -0.3%
COc1ccc(CCC(=O)OCC(=O)N(C)c2c(N)n(Cc3ccccc3)c(=O)[nH]c2=O)cc1 | / | 8% | / | / | / | / | 13% | -1.1% | / | -0.3%[50 µM]
CC(=O)NC(CC(=O)OCC(=O)NCCc1ccccc1)c1ccccc1 (stereo not drawn) | / | 7% | / | / | / | / | 0% | -0.1% | / | 1.0%[50 µM]
COCc1c(C(=O)N/N=C(\C)c2ccncc2)nnn1-c1nonc1N | / | 4% | / | / | / | -0.6% | 7% | -0.2% | / | 0.0%
O=C(CNC(=O)c1cccc(F)c1)OCc1cc(=O)n2cc(Br)ccc2n1 | -1.9% | 1% | -3.3% | -18 | -4 | 0.2% | 3% | 1.9% | i | -0.3%
CCCCOC(=O)N1CCOCCOCCOCCOCC1 | / | -7% | / | / | / | 0.3% | 14% | 1.6% | i | 3.7%
CC(C)c1ccc2c(c1)c(SC(C)(C)C)c(CC(C)(C)C(=O)O)n2Cc1ccc(Cl)cc1 | -5.3% | -3% | -3.4% | 70* | 24* | ? | 4%&16%&7% | -2.6%&-2.4% | i | -2.6%
CCOc1ccc2[nH]c(=O)c(C(c3nnnn3C3CCCCC3)N3CCN(CC)CC3)cc2c1 (stereo not drawn) | -0.9% | -7% | -3.8% | 6 | 10 | -0.5% | -7% | 0.9% | i | 0.4%
Cc1ccc(C)n1NC(=O)c1ccccc1[N+](=O)[O-] | 0.3% | -1% | -6.1% | -22 | 10 | 0.1% | 7% | 2.9% | i | -0.9%
COc1ccc(C2C3=C(CC(C)(C)CC3=O)Nc3c2c(=O)[nH]c(=O)n3Cc2ccccc2)cc1 (stereo not drawn) | -0.2% | 0% | -1.5% | 1 | 5 | 0.2% | 2% | -2.6% | i | 0.1%
CN(CCOc1ccc(-c2ccn(S(=O)(=O)c3ccc(Cl)cc3)n2)cc1)c1ccccn1 | -1.1% | -9% | -3.3% | 2 | -26 | -1.0% | -3% | 0.3% | i | 0.8%
CN(C)S(=O)(=O)c1cccc(NC(=S)NCc2ccco2)c1 | -3.3% | -8% | -5.7% | 2 | 8 | -0.3% | 5% | 3.6% | i | -0.2%
COC(=O)c1ccc(OC(=O)CCN2C(=O)C3C4c5ccccc5C(c5ccccc54)C3C2=O)cc1 (stereo not drawn) | 5.3% | -4% | -2.5% | 24 | -3 | 0.3% | 13% | 2.8% | i | 4.2%
CN(C)c1oc(-c2ccccc2Cl)nc1C#N | 2.6% | -6% | -3.4% | -13 | -7 | / | 3% | -3.0% | / | 0.2%
CN(C)N1C(N)=C(C#N)C(c2ccc(F)cc2)C2=C1CC(C)(C)CC2=O (stereo not drawn) | / | -7% | / | / | / | -0.3% | 5% | 1.5% | / | -1.0%[50 µM]
NS(=O)(=O)c1ccc(NC(=S)NC(=O)c2ccco2)cc1 | -0.1% | -3% | -0.1% | -9 | 23 | 1.5%&-0.7% | 3%&6% | -0.4% | i | 3.7%[50 µM]
CCOC(=O)C1=C(C)NC(SC)=NC1c1ccccc1 (stereo not drawn) | -2.7% | -12% | -1.1% | -1 | -9 | 0.3% | 10% | -0.3% | i | -5.7%
O=C(CN1CCCC1)NN=C(c1ccccc1)c1ccccc1 | 1.6% | -8% | -2.9% | 0 | -5 | -0.5% | 4% | -1.2% | i | 0.4%
CCOc1ccc(S(=O)(=O)N2CCOCC2)cc1NC(=O)CSCC(=O)Nc1cccc(C)c1 | / | 6% | / | / | / | -0.3% | 3% | 0.6% | / | 0.9%[50 µM]
Cc1nc(-c2ccccc2)cs1 | -0.4% | 0% | -10% | -7 | -16 | 0.2% | 13% | -0.3% | i | 0.8% | Dengue-2 NS5 capping pilot replicate=5.8
CCOc1ccccc1CN1CCN(Cc2cn(C)nc2-c2ccccc2)CC1CCO (stereo not drawn) | -0.2% | 2% | -6.1% | -1 | -3 | -0.9% | 6% | -2.4% | i | 1.8%
CCOC(=O)CCn1c(CC(=O)OCC)nc2ccccc21 | 1.3% | -9% | -0.3% | 5 | 25 | -0.3% | 9% | 0.3% | i | 1.0%
COc1cccc(CNC(=O)CSc2ccc(-c3cccs3)nn2)c1 | 0.7% | 1% | -2.9% | -7 | 9 | -0.7% | -3% | 3.6% | i | -0.7%
CCOc1ccc(NC(=O)CSc2nnc(Cc3csc(C)n3)o2)cc1 | / | -7% | / | / | / | 0.1% | 1% | 0.4% | / | 0.8%
Oc1ccc(Cl)cc1/C=N/c1nccs1 | -0.2% | -4% | -2.1% | 1 | -1 | 0.7% | 7% | 0.2% | i | 5.5%
Cc1cc(C)nc(SCC(=O)c2ccc([N+](=O)[O-])cc2)n1 | -1.6% | 7% | -3.6% | 18 | 15 | -0.3% | 18% | 1.0% | i | ?
CCn1nc(C(=O)NNC(=O)COc2ccc(OC)cc2)c2ccccc2c1=O | -4.4% | -8% | 0.1% | -9 | 5 | 0.0% | 8% | 1.1% | i | 0.3%

Reprinted from the results shown, four compounds:
SMILES | CSM14.1 death rescue | Dengue-2 NS5 capping | XIAP antagonists | WT yeast gro inh | WT yeast gro inh mutant strain | West Nile virus CPE | SV40 large T antigen | RSV antiviral HEp-2 | Yfh1-depleted yeast | UTI89 phage lysis | others
CCOc1ccc(NC(=O)CSc2nnc(Cc3csc(C)n3)o2)cc1 | / | -7% | / | / | / | 0.1% | 1% | 0.4% | / | 0.8%
Oc1ccc(Cl)cc1/C=N/c1nccs1 | -0.2% | -4% | -2.1% | 1 | -1 | 0.7% | 7% | 0.2% | i | 5.5%
Cc1cc(C)nc(SCC(=O)c2ccc([N+](=O)[O-])cc2)n1 | -1.6% | 7% | -3.6% | 18 | 15 | -0.3% | 18% | 1.0% | i | ?
CCn1nc(C(=O)NNC(=O)COc2ccc(OC)cc2)c2ccccc2c1=O | -4.4% | -8% | 0.1% | -9 | 5 | 0.0% | 8% | 1.1% | i | 0.3%

Other entries follow.
SMILES | CSM14.1 death rescue | Dengue-2 NS5 capping | XIAP antagonists | WT yeast gro inh | WT yeast gro inh mutant strain | West Nile virus CPE | SV40 large T antigen | RSV antiviral HEp-2 | Yfh1-depleted yeast | UTI89 phage lysis | others
CN(C)CCCN(Cc1ccccc1)C(=S)NCc1ccccc1 | -1.3% | -1% | -4.3% | -13 | 4 | 1.1% | 8% | -2.6% | i | 0.5%
Cc1cc2ncn(C(=O)N3CCOCC3)c2cc1C | -2.2% | -3% | -4.2% | 9 | 0 | -0.3% | -1% | 1.3% | / | 3.7%
Cc1cccc(OCC(=O)Nc2cc(C)ccc2O)c1 | -1.6% | 1% | -3.6% | 6 | 20 | 0.2% | 3% | 0.7% | i | -0.2%
O=C(c1cccs1)N1CCN=C1SCc1cccnc1 | 0.8% | -5% | 1.1% | -16 | -21 | 1.1% | 4% | 4.1% | i | 0.8%
O=C1CN(C(=O)CC2C(=O)NCCN2Cc2ccccc2C(F)(F)F)CCN1 (stereo not drawn) | / | 3% | / | / | / | 0.6% | 17% | 1.4% | / | 0.3%
C/C(=N\NC(=O)OC(C)(C)C)c1ccc(-n2ccnc2)cc1 | / | 2% | -2.5% | -8 | 16 | -0.3% | 12% | 1.4% | i | 0.3%
Cc1ccc(S(=O)(=O)NC(C(=O)Oc2ccc3c(C(F)(F)F)cc(=O)oc3c2)c2ccccc2)cc1 (stereo not drawn) | -3.3% | -2% | -5.6% | -8 | 10 | 0.1% | 4% | 5.0% | i | 1.9%[50 µM]
C=CCc1c(C)nc(SC)nc1Nc1ccc(C(=O)O)cc1 | -3.5% | -5% | -1.0% | 0 | 2 | 0.5% | 7% | 1.3% | i | 0.0%
COc1ccc(C2c3c4c(n(C)c3CCN2C)CCN(C)C4c2ccc(OC)cc2)cc1 (stereo not drawn) | -1.0% | -2% | -5.1% | 0 | 12 | 0.0% | 1% | -2.6% | i | 3.1%
CCOC(=O)c1c(N)sc(C(=O)N2CCCCCC2)c1C | 2.3% | 0% | -2.5% | 7 | 1 | -0.1% | 6% | 2.8% | i | 11%
O=C(NCc1ccccc1)C12CN(Cc3ccccc3)CC1C(c1cccc([N+](=O)[O-])c1)=NO2 (stereo not drawn) | -3.3% | 9% | -1.3% | 35 | 7 | -0.8% | 13% | 6.4% | i | 1.9%
